Assay outcomes deposited in PubChem BioAssay by several laboratories.
Ec RNAP inh – inhibitors of Escherichia coli RNA polymerase | P0A8V2 | E. coli RNA polymerase, fluorescence transcription assay | inhibition, %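 (tested at 10 µM)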 | 62,000 compounds, 0.2% hits | AID 559; in the data active means inhibition above about 20%;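 further: 0% = enzyme without compound and 100% = no enzyme blank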
NADH enzymes – inhibition of NAD/NADH coupling enzymes, library profiling; 65,000 compounds, 0.02% hits; AID 774; coupled PK/LDH NADH assays, four targets; IC50, µM (top dose mostly 10 µM), for the others: at the highest dose inhibition;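 active means single-dose screening hits from any of four coupled enzyme assays that gave an IC50 when retested across doses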;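 further: the DPM-DC format reads NADH fluorescence rather than 340 nm absorbance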
HER2 expr 66K – Her2 kinase expression inhibition. SKBR-3 HER2 protein level, AlphaScreen, 18-24 h; hits give low values. HER2 level % of control, % at 10 µM. 65,000 compounds, 0.69% hits. AID 645;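 active means HER2 level under 5% of the carrier-only control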;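 further: 100% = DMSO carrier and 0% = 500 nM PU-H71 HSP90 inhibitor; lower value means stronger loss of Her2 protein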
Target sequence (P04626 whole entry, looked up): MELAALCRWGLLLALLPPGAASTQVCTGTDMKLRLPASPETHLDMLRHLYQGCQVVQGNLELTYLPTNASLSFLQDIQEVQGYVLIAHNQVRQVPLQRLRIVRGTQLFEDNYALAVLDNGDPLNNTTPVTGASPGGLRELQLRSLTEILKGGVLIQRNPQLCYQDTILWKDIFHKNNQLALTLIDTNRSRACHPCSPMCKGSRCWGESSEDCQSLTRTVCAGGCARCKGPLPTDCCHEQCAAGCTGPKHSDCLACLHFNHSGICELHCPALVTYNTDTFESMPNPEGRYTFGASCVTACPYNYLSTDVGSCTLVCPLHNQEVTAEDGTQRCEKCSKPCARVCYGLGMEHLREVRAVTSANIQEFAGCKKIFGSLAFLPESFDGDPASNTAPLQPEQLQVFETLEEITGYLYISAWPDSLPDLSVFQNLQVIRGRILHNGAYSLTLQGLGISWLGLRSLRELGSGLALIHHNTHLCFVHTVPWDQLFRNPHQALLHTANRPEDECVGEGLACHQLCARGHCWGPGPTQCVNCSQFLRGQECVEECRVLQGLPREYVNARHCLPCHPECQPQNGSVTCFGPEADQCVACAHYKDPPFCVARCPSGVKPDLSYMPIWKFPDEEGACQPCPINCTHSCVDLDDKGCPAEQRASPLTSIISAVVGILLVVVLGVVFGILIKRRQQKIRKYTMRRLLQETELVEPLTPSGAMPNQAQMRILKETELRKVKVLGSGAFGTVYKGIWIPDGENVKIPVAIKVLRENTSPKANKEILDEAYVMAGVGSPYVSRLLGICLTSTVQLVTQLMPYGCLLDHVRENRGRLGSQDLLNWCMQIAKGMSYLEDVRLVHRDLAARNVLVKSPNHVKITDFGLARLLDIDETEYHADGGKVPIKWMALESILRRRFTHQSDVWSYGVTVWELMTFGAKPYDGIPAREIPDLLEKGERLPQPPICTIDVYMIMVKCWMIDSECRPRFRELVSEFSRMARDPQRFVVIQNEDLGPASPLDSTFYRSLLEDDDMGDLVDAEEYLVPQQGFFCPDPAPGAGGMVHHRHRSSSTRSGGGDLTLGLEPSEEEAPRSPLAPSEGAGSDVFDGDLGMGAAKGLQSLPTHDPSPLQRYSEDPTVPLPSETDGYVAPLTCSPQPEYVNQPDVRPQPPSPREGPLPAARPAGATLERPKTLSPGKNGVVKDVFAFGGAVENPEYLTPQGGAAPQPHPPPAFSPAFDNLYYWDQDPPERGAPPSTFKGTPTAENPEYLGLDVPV
D1 mod – allosterically modulates the human D1 dopamine receptor; AID 641; HEK293 D1, CRE-luciferase, dopamine EC30 potentiation; actives deviate in either direction; B-score at 10 µM; P21728; 58,000 compounds, 5.9% hits;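 active means luminescence count or its row- and column-corrected plate score outside the 99.7% band of the plate's sample wells, on either side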
M1 ag – M1 muscarinic receptor agonism; CHO-M1 cells, Fluo-4 calcium fluorescence, agonist mode; hits give high values; B-score at 10 µM; 64,000 compounds, 3% hits;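 active means fluorescence rise, raw or as B-score row- and column-corrected plate score, outside the 99.7% band of its plate's samples, either direction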
Autofluor 339 – intrinsic fluorescence of library compounds, ex339/em460 – biochemical, MLSMR library, data from DPM-DC assay, artefact control, profiling panel | 65,000 compounds, 5.5% hits | fluorescence fold increase at 10 µM | compound autofluorescence, ex339/em460 nm, NADH buffer; hits give high values; 1 = no-compound wells, NADH background;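 active means at 10 µM, mean starting fluorescence two-fold or more over control wells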;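 further: signal is the first read of a kinetic run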
Hsp90 block – displaces geldanamycin probe from tumor Hsp90. 64,000 compounds, 0.35% hits. inhibition, % at 30 µM. AID 429. NCI-N417 lysate Hsp90, Cy3B-geldanamycin FP displacement;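 active means inhibition above 50%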;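 further: 0% = tracer plus lysate wells and 100% = tracer alone without lysate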
M1 antagonist – antagonists of rat M1 muscarinic receptor; 64,000 compounds, 3.4% hits; B-score at 10 µM; CHO-M1 cells, Fluo-4 calcium, ACh EC80 antagonist mode; hits give low values; P08482;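 active means calcium fluorescence response, raw or row-and-column corrected B-score, differing from the plate sample mean either way at a set confidence level, mostly lower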
HTR1A agonist – 5-HT1a (human) receptor agonism. activation, % at 10 µM. CHO 5-HT1a Ga15 NFAT-bla reporter, FRET ratio; 0% basal, 100% maximal reference agonist. 65,000 compounds, 0.56% hits. AID 567. P08908;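 active means activation above the screen-wide mean activation plus 3 SD, cut at about 19% in these data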;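 further: 0% = DMSO wells and 100% = 5-CT at EC100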
Starred values were filed as active, the others as inactive; · = no result given; [ ] = dose if it differs, or a comment.

| smiles | HTR1A agonist | HER2 expr 66K | Autofluor 339 | NADH enzymes | M1 antagonist | Hsp90 block | Ec RNAP inh | D1 mod | M1 ag |
| --- | --- | --- | --- | --- | --- | --- | --- | --- | --- |
| O=C(Nc1nc2c(s1)CCCC2)c1cccs1 | -0.6 | 91 | 1.2 | 6% | -0.63 | -1 | 0 | 0.43 | 0.069 |
| O=C(O)C1CCCCC1C(=O)Nc1ccc2c(c1)OCCO2 (centres undefined) | -0.3 | 112 | 1.1 | 2% | 0.38 | 1 | 6 | -0.92 | 0.038 |
| COc1ccc2c(c1)OC(O)(C(F)(F)F)CC2=O (centres undefined) | -0.7 | 84 | 1.1 | 7% | 0.51 | 1 | 8 | 0.26 | -0.3 |
| CCC(OC(=O)c1cc2sccc2n1C)C(=O)NCc1ccco1 (centres undefined) | -2.2 | 57 | 0.82 | 10% | 0.014 | -1 | 4 | 0.43 | 0.82 |
| CC(=O)N1CCc2cc(S(=O)(=O)NC(CC(C)C)C(=O)N3CCn4c3nc3ccccc34)ccc21 (centres undefined) | -0.2 | 120 | 1.1 | 3% | 1.2 | 2 | 7 | -0.11 | -0.29 |
| CCOc1ccc(-n2c(Cc3cc(=O)[nH]c(=O)[nH]3)nnc2SCC)cc1 | -1.2 | 94 | 1.1 | 9% | -0.39 | 0 | 2 | · | -0.15 |
| Nc1nnnn1/N=C/c1ccco1 | 1.9 | 57 | 0.99 | 2% | 0.34 | -4 | -2 | · | 0.025 |
| Cc1onc(-c2c(Cl)cccc2Cl)c1C(=O)N1CCc2ccccc21 | -3.8 | 93 | 1 | 2% | -8.3* | -4 | 7 | -4.8* | 0.5 |
| O=C(Nc1cccc(Cl)c1N1CCCC1)c1ccc(Br)o1 | -0.1 | 66 | 1 | 10% | -0.095 | -2 | 6 | -0.54 | 0.67 |
| CCCCCOC(=O)C1[C@H]2C(=O)N(Cc3cccs3)C[C@]23C=C[C@H]1O3 (some centres undefined) | 1.7 | 110 | 1.1 | 11% | -0.28 | -2 | 13 | 0.37 | -0.39 |
| CCOC(=O)c1cnc2cc3c(cn2c1=O)CCCC3 | 0.2 | 110 | 5* | 11%[fluoresces] | 0.69 | -1 | -6 | 0.66 | -0.17 |
| CCCCn1c(NC(=O)c2ccc(F)cc2)c(C#N)c2nc3ccccc3nc21 | 29* | 66 | 5* | 11%[fluoresces] | 0.23 | 41 | 0 | 0.4 | 0.55 |
| CC(=O)N1CCc2cc(C(=O)CN3CCCCC3)ccc21 | -0.9 | 113 | 1.1 | 1% | 0.75 | -3 | 5 | -1.1 | -1.4 |
| CC12CCCCC1(O)[N+](=O)C1=C(CCCC1)N2[O-] (centres undefined) | 0.4 | -17* | 0.94 | 10% | -0.24 | 1 | 4 | 0.31 | 0.0042 |
| CCOC(=O)N1CCN(C(=O)CSc2cc(C)nc3c(-c4ccccc4OC)c(C)nn23)CC1 | 1.1 | 93 | 1 | 4% | -0.018 | -6 | 6 | -0.41 | 0.17 |
| CCS(=O)(=O)N1CCN(C(=O)CC(C)C)CC1 | -2.1 | 92 | 1.1 | 8% | 0.018 | -8 | -11 | · | 0.11 |
| Cc1ccc(NC(=O)CN(C)S(=O)(=O)c2cccc3nsnc23)cc1Cl | -2.5 | 75 | 1.1 | 1% | 0.0079 | -4 | 6 | 0.27 | -0.023 |
| O=C(Nc1cccc(C(=O)N2CCOCC2)c1)c1cncc(Br)c1 | -1.7 | 66 | 1.1 | 5% | 1.5 | -1 | -4 | -0.19 | 0.0084 |
| CCCNC(=O)c1cc(SC)ccc1Cl | -0.2 | 110 | 1.1 | 4% | 0.16 | -1 | 10 | 0.16 | -0.4 |
| O=C(c1ccc(F)cc1)N1C2CCC1CC(O)(c1ccccc1F)C2 (centres undefined) | -2.0 | 86 | 1.1 | 7% | -0.58 | -2 | 11 | 0.28 | 0.87 |
| Cc1ccc(NC(=O)C2C3C=CC4(CN(Cc5cccnc5)C(=O)C24)O3)cc1 (centres undefined) | 1.2 | 102 | 1.1 | 1% | 0.12 | 3 | 0 | -0.33 | 0.1 |
| C=CCNC(=O)CN1CCC(O)(c2ccccc2)CC1 | 0.1 | 114 | 1.1 | 3% | 0.0041 | 2 | -15 | -0.098 | 0.00088 |
| CC(=O)N1C(=O)C(=C2C=C(C)OC(C)=C2)c2ccccc21 | -0.5 | 70 | 1.1 | 4% | -0.84 | 2 | 8 | 1.3 | 28* |
| COC(=O)c1cccc(COC(=O)CNC(=O)c2ccco2)c1 | -3.8 | 88 | 1 | 9% | -0.36 | -2 | 10 | 0.8 | 0.31 |
| COc1ccc2nc(NC(=O)CSc3nnc(-c4ccoc4C)n3C)sc2c1 | -4.6 | 86 | 1 | 4% | -11* | 2 | 9 | 0.33 | -0.31 |
| Cc1cc(C(=O)CN2C(=O)NC(C)(c3cccc(Br)c3)C2=O)c(C)n1Cc1ccco1 (centres undefined) | 1.5 | 90 | 1.1 | 4% | 0.24 | -6 | -2 | 0.76 | -0.53 |
| CCOc1ccc(NC(=O)C2CC=CCC2C(=O)O)cc1 (centres undefined) | -0.5 | 132 | 1 | 5% | 0.18 | -1 | 1 | 0.27 | -0.72 |
| O=C(NC1CC1)C1CCCN1S(=O)(=O)c1ccc2ccccc2c1 (centres undefined) | -0.8 | 86 | 1.1 | 5% | -0.023 | -8 | 11 | 0.43 | -0.28 |
| O=C(Cn1nnc(-c2ccc(Cl)cc2)n1)NC1CCN(Cc2ccccc2)CC1 | -1.9 | 82 | 1.2 | 4% | -1.9 | 0 | 3 | -0.5 | -0.28 |
| COc1ccc(C(=O)NC(C)c2nc3ccccc3[nH]2)cc1OC (centres undefined) | 1.7 | 84 | 1.1 | 2% | 0 | · | · | 0.089 | -0.094 |
| c1ccc2sc(N3CCN(Cc4nnnn4CC4CCCO4)CC3)nc2c1 (centres undefined) | 1.7 | 105 | 1.1 | 7% | 0.026 | -2 | 7 | -0.21 | -0.2 |
| C=CCc1cc(C)ccc1OCC(O)CN1CCN(c2ccccc2)CC1 (centres undefined) | -1.2 | 79 | 1 | 18% | -1.6 | -1 | -1 | · | 0.034 |
| CC(=O)C1=C(C)NC(SCC(=O)c2ccc(Cl)c(Cl)c2)=C(C#N)C1c1ccco1 (centres undefined) | -2.5 | 126 | 1.1 | 9% | -0.58 | -12 | 9 | -0.33 | 0.64 |
| CCn1c(Cc2ccccc2)nnc1SCC(=O)Nc1ccc(N2CCOCC2)c(Cl)c1 | 0.6 | 95 | 1.1 | 3% | -0.68 | 10 | 3 | 0.6 | 0.034 |
| C=CCOC(=O)COc1ccc2c(C)c(CC)c(=O)oc2c1 | -1.1 | · | 3.9* | 9%[fluoresces] | -1.8 | -2 | -3 | -0.0086 | -1.1 |
| COC(=O)COc1ccc(S(=O)(=O)N2CCN(c3ccccc3F)CC2)cc1 | -0.2 | 87 | 0.96 | 6% | -0.28 | -2 | 11 | 0.18 | 0.001 |
| O=c1[nH]c(N2CCCCC2)nc2c1CCCC2 | -5.6 | 105 | 1.1 | 2% | -1 | -2 | -3 | 0.067 | -0.008 |
| Cc1occc1C(=O)NCc1ccccc1F | -1.6 | 92 | 1.1 | 8% | 0.42 | -13 | 1 | 0.3 | -0.85 |
| COc1ccc(Cc2nnn(CC(=O)O)n2)cc1 | -3.5 | 76 | 1 | 5% | 1.2 | 0 | 0 | 0.52 | -2 |
| CN(c1cccc(NC(=O)Cc2ccccc2)c1)S(C)(=O)=O | 0.0 | 76 | 1.1 | 8% | 0.0021 | -2 | 6 | -1.8 | 0.0091 |
| CCCS(=O)(=O)N1CCCC(C(=O)NCc2ccc3c(c2)OCO3)C1 (centres undefined) | -3.8 | 115 | 1.1 | 1% | 0.36 | 0 | 3 | -0.36 | -0.049 |
| CCCCn1c(SCC(=O)N2CCC(C(=O)OCC)CC2)nc2cc(S(N)(=O)=O)ccc21 | 2.0 | 64 | 1.1 | 1% | 0.16 | · | 9 | 0.8 | -0.76 |
| CC1CCCCC1NC(=O)Cn1nnc(-c2ccc(Cl)cc2)n1 (centres undefined) | -1.4 | 88 | 1 | 5% | -0.017 | -2 | 8 | -0.042 | 0.47 |
| CC1Cc2nc(SCC(N)=O)n(Cc3ccccc3)c(=O)c2S1 (centres undefined) | -0.5 | 108 | 1 | 3% | -0.73 | -1 | 5 | 2.2 | 0.27 |
| Cc1cc(Nc2ccc(C(C)C)cc2)n2ncnc2n1 | -1.6 | 104 | 1 | 8% | -0.97 | 2 | -4 | -0.0012 | 0.99 |
| O/N=C1/CCCCc2sccc21 | -0.4 | 87 | 1 | 4% | -0.48 | 3 | 6 | · | 0.35 |
| CCOC(=O)c1sc2c(c1C)C(c1cccs1)C1=C(CCCC1=O)N2 (centres undefined) | 22* | 51 | 4.8* | 8%[fluoresces] | -0.075 | 1 | -4 | -0.23 | -0.56 |
| CCn1c(SCC(=O)N2CCCc3ccccc32)nnc1-c1c[nH]c2ccccc12 | 3.3 | 109 | 1.1 | 7% | -0.53 | 5 | 1 | 0.26 | 0.41 |
| O=C(CSc1nc(-c2ccco2)cc(C(F)(F)F)n1)NC1CCCC1 | -2.5 | 85 | 1.1 | 8% | 0.64 | -1 | 6 | -0.057 | 0.053 |
| COc1cc(OC)nc(NC(=O)CSc2nc3ccccc3o2)n1 | -0.9 | 130 | 1 | 4% | -0.056 | 0 | 6 | 0.28 | -0.5 |

Going on with the list.
| smiles | HTR1A agonist | HER2 expr 66K | Autofluor 339 | NADH enzymes | M1 antagonist | Hsp90 block | Ec RNAP inh | D1 mod | M1 ag |
| --- | --- | --- | --- | --- | --- | --- | --- | --- | --- |
| COc1ccccc1Nc1nc2ccccc2[nH]1 | -4.4 | 90 | 1 | 3% | 0.062 | -8 | 8 | -1.9 | -0.33 |
| COc1ccc(C(=O)Nc2cc(OC)ccc2OC)cc1 | -2.1 | 143 | 1.1 | 4% | -0.11 | 0 | 6 | 0.24 | 0.17 |
| O=C(c1ccc(Cn2c(=O)[nH]c3ccccc3c2=O)cc1)N1CCN(c2ccccc2)CC1 | 1.6 | 48 | 1 | 4% | 0.11 | -2 | 4 | -0.63 | -2.4 |
| CCOC(=O)CNC(=O)c1ccccc1Br | 1.4 | 63 | 1.1 | 3% | -0.061 | -2 | 6 | -1 | 0.066 |
| O=C(NCc1ccccn1)C1CCN(S(=O)(=O)N2CCCCC2)CC1 | -1.1 | 111 | 1.1 | 2% | -0.04 | -5 | 2 | 0.19 | 0.03 |
| Cc1ccc(NC(=O)c2cnn(-c3ccccc3)c2NC(=O)c2ccco2)cc1C | -0.9 | 67 | 1.1 | 5% | 0.73 | -1 | 5 | 0.16 | 0.059 |
| COC(=O)c1[nH]c2cc(C)ccc2c1NC(=O)CN1CCc2cc(OC)c(OC)cc2C1 | -2.5 | 85 | 1.7 | 6% | -0.27 | -4 | 8 | 0.3 | 0.5 |
| O=C(CSCc1ccc(Cl)cc1)c1ccco1 | -2.2 | 104 | 1.1 | 3% | 0.42 | · | 6 | -1.4 | 0.36 |
| COc1ccc(C)cc1NC(=O)CSc1nnc(-c2ccc(OC)c(OC)c2)n1N | -2.7 | 105 | 1 | 1% | -0.027 | · | 6 | 22* | 0.31 |
| Cc1ccc(S(=O)(=O)N2CCN(C(=O)CN3C(=O)NC4(CCOc5ccccc54)C3=O)CC2)cc1 (centres undefined) | 0.1 | 78 | 1.1 | 2% | 0.33 | 0 | 0 | 0.29 | 1.8 |
| Oc1ccc(-c2nc(-c3ccc(O)c(O)c3)cs2)cc1 | -1.9 | 46 | 1.3 | 5% | · | 99* | 11 | 6.7* | · |
| Cc1cc(C)n2c(SCCC(C)C)nnc2n1 | 2.8 | 89 | 1.1 | 2% | -0.51 | · | 0 | · | 0.016 |
| Cc1noc(C)c1COC(=O)CCc1nc2ccccc2c(=O)[nH]1 | -2.7 | 71 | 1.1 | 3% | 0.83 | -2 | -3 | -0.23 | 0.49 |
| CCOC(=O)CC1C(=O)NCCN1C(=O)c1cc2c(=O)n3ccccc3nc2s1 (centres undefined) | 3.8 | 90 | 2.1* | 2%[fluoresces] | 1 | -4 | -64 | 1.5 | 0.34 |
